OX1R antag = antagonists of human orexin 1 receptor. inhibition, % at 5 µM. CHO/OX1R cells, Fluo-8 calcium fluorescence, orexin A. hit rate 0.43% among 330,000. AID 434989. O43613;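 active means inhibition above its plate's threshold, mean inhibition of all tested compounds on the plate plus 3 SD, cut at about 37% in these data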;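 further: 0% = orexin A challenge wells and 100% = SB-334867-A antagonist wells; not every result past the cut was called active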
Target sequence (O43613 whole entry, looked up): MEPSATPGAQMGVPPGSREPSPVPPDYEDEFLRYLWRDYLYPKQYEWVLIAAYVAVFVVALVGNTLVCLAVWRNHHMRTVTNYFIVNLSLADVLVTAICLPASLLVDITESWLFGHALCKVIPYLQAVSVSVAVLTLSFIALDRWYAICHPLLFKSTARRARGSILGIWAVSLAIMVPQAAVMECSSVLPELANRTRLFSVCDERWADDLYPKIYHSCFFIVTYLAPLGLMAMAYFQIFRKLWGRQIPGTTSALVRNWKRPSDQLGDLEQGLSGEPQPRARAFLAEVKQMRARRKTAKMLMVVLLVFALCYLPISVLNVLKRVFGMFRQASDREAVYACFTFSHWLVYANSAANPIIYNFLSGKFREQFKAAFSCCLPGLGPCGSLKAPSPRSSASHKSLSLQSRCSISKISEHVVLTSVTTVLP
CHT allo act = allosterically activates the human high affinity choline transporter; AID 488977; CHT-expressing cells, membrane potential dye, choline EC20; active compounds read high; LV-AA mutant CHT in HEK293 cells; B-score at 10 µM; hit rate 0.49% among 310,000; Q9GZV3;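 active means initial fluorescence not abnormally high and integrated response B-score, plate-corrected, over 3 SD above library mean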
Target sequence (Q9GZV3 whole entry, looked up): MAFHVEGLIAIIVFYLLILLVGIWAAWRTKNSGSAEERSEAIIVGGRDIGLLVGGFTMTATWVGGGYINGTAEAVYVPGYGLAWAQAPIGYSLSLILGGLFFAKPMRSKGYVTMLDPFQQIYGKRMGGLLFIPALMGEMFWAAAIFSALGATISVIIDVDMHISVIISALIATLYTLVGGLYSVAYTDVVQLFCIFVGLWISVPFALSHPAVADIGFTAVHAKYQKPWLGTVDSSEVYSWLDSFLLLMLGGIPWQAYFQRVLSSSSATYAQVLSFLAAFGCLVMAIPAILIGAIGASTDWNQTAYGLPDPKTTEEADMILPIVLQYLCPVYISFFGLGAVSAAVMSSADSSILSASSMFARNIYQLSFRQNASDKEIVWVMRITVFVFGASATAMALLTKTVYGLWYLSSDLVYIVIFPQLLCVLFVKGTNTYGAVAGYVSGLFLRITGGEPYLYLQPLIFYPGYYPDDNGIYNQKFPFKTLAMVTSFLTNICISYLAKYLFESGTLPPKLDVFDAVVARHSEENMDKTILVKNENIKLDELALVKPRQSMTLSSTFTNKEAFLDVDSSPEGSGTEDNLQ
* = called active by the depositor; i = inactive; nt = no result given.

| mol | OX1R antag | CHT allo act |
| --- | --- | --- |
| COc1ccccc1N1CCN(C(=O)c2cccc(S(=O)(=O)NCc3cccnc3)c2)CC1 | -33 | nt |
| CC#CC#Cc1cccc(=O)o1 | -13 | i |
| CCCc1ccc(OCc2ccc(C(=O)NCc3cccnc3)o2)c(OC)c1 | -14 | i |
| O=C(c1ccc(Cn2c(=S)[nH]c3ccccc3c2=O)cc1)N1CCN(c2ccccn2)CC1 | 9 | i |
| Cc1ccc(CN2CCSc3ccc(C(=O)N4CCN(c5ncccn5)CC4)cc32)cc1 | -29 | i |
| CSc1cc(/C=N/O)c(SC)s1 | 9 | i |
| COc1ccc(-n2c(-c3ccc(Br)cc3)n[nH]c2=S)cc1 | -19 | i |
| CN(C)c1ccnc(-n2cccc2/C=N/OCc2ccccc2)c1C#N | -26 | i |

Single records, from the list above. Order of values: OX1R antag | CHT allo act
Entry for `Cc1ccc(CN2CCSc3ccc(C(=O)N4CCN(c5ncccn5)CC4)cc32)cc1` = -29 | i
Entry for `CSc1cc(/C=N/O)c(SC)s1` = 9 | i
Entry for `CCCc1ccc(OCc2ccc(C(=O)NCc3cccnc3)o2)c(OC)c1` = -14 | i
Entry for `CC#CC#Cc1cccc(=O)o1` = -13 | i

Returning to the listing with the 3 entries that preceded the break.
| mol | OX1R antag | CHT allo act |
| --- | --- | --- |
| CSc1cc(/C=N/O)c(SC)s1 | 9 | i |
| COc1ccc(-n2c(-c3ccc(Br)cc3)n[nH]c2=S)cc1 | -19 | i |
| CN(C)c1ccnc(-n2cccc2/C=N/OCc2ccccc2)c1C#N | -26 | i |
| O=C(COC(=O)c1ccccc1SCC(=O)N1CCCC1)Nc1ccccc1 | -11 | i |
| O=C(CCc1nnc(-c2ccc3c(c2)OCO3)o1)NC(c1ccccn1)C(F)(F)F (stereo not given) | -17 | i |
| COc1ccc(N(CC(=O)NC2CCCCC2)C(=O)CCCC(=O)Nc2ccccn2)cc1 | -13 | i |
| CCOC(=O)c1c(NC(=O)CSc2nnc(CNc3ccc(C)cc3C)o2)sc(C)c1C | -30 | i |
| O=C(Nc1ccc(Cl)cc1)c1ccc(S(=O)(=O)N2CCOCC2)cc1 | 5 | i |
| Cc1cc(O)c(C(=O)/C=C/c2cccc([N+](=O)[O-])c2)c(=O)o1 | -20 | i |
| C[C@H](NC(=O)c1nc[nH]c1C(=O)N[C@H](C)c1ccccc1)C(=O)OCc1ccccc1 | 0 | i |
| COc1ccc(-c2cc(C(=O)OC3CCOC3=O)c3ccccc3n2)cc1 (stereo not given) | 9 | i |
| COc1cc(C(=O)Oc2cccc(C=O)c2)cc(OC)c1OC | -18 | i |
| Cc1cccc(Nc2ccccc2C(=O)NCc2ccco2)c1C | -26 | i |
| Cn1cccc1Cc1nnc(SCC(=O)Nc2cccc(F)c2)n1CCc1ccccc1 | -19 | i |
| O=C(CCC(=O)N1CCCC1)Nc1ccc(Cl)c(Cl)c1 | 5 | i |
| CC(=O)OCCN(CCCn1c(-c2ccncc2)nc2ccccc21)c1nc(-c2ccc(C)cc2)cs1 | -24 | i |
| O=C1C2C3C=CC(CC3)C2C(=O)N1c1nccs1 (stereo not given) | 4 | i |
| CC(C)CC(OC(=O)c1ccc(Cl)nc1)C(=O)NC1CCCC1 (stereo not given) | -29 | i |
| COc1ccc(CNC(=O)CN2CCC(n3nnc4cc(F)ccc43)CC2)cc1 | -23 | i |
| NNc1ccc(Cc2ccc(Cl)cc2Cl)nn1 | -25 | i |
| O=C(CSc1nc2ccccc2[nH]1)Nc1ccc2c(c1)CCC2 | -8 | i |
| CCOP(=O)(OCC)c1nc(-c2ccccc2Cl)oc1N1CCOCC1 | -27 | i |
| CSc1ccccc1NC(=O)c1cnc2n(c1=O)CCS2 | -26 | i |
| CCCCOC(=O)Nc1ccc(OC)cc1S(=O)(=O)N1CCOCC1 | -4 | i |
| O=C(O)CCCN1C(=O)NC2NC(=O)NC21 (stereo not given) | 3 | i |
| O=C(CCNC(=O)c1ccc(Br)cc1)Nc1ccc(S(=O)(=O)N2CCOCC2)cc1 | -23 | nt |
| Cc1ccc(NS(=O)(=O)c2cn(C)cn2)cc1 | -2 | i |
| COCCNC(=O)Cn1cnc2sc(C)c(S(=O)(=O)N3CCN(c4ccccc4OC)CC3)c2c1=O | -16 | i |
| O=C(COc1ccc(C(=S)N2CCOCC2)cc1)N1CCCC1 | -8 | i |
| O=C(c1ccc(Br)cc1)N1CCCC1 | 1 | i |
| CC(C)NC(=O)c1nc2ccccc2s1 | 2 | i |
| CCn1cc(C(=O)NCCc2ccccc2)c(=O)c2cc(S(=O)(=O)N3CCCC3)ccc21 | -4 | i |
| Cc1sc2ncnc(OCC(=O)N3CCN(S(=O)(=O)c4ccccc4)CC3)c2c1C | -33 | i |
| O=C(NCC(c1cccs1)N1CCOCC1)c1cc(-c2ccccn2)nc2ccccc12 (stereo not given) | -40 | i |
| COc1ccc(S(=O)(=O)N2CCOC2CNC(=O)C(=O)NCc2cccnc2)cc1C (stereo not given) | -17 | i |
| CCOC(=O)C1=CC[C@]2(C)c3c(c4ccccc4n3C)C(=O)C1N2C | -25 | nt |
| COc1cccc(-c2ccc3ncnc(N(C)Cc4ccco4)c3c2)c1 | -42 | nt |
| Cc1ccc(C(=O)c2cc([N+](=O)[O-])ccc2N2CCCCC2)cc1 | -29 | i |
| CCOC(=O)c1ccc(N2C=C(C(=O)OC)C(c3cccc(O)c3)C(C(=O)OC)=C2)cc1 | -31 | i |
| COC(=O)[C@@H](NC(=O)NC1CCCc2ccccc21)C(C)C (stereo not given in full) | 5 | i |
| O=[N+]([O-])c1cc(-c2n(-c3ccccn3)c3ccccc3[n+]2-c2ccccn2)ccc1Cl | 0 | i |
| Cn1c2ccccc2c2nnc(SCC(=O)NCc3ccoc3)nc21 | -11 | i |
| COc1ccc(C2C(C(=O)Nc3cccc(C)n3)CCC(=O)N2c2ccc(OC)cc2)cc1 (stereo not given) | -25 | i |
| O=C(CCn1c(=O)oc2ccccc21)N1CCN(C(c2ccccc2)c2ccccc2)CC1 | -18 | i |
| COc1ccc(C2/C=C\CN(CC3CC3)CC(=O)N2Cc2ccc(F)cc2)cc1 (stereo not given) | -21 | i |
| COc1ccc(-c2cc3c(=O)n(CC(=O)NCCCN4CCC(Cc5ccccc5)CC4)ncn3n2)cc1 | 15 | i |
| OCC1(Cc2ccccc2)CCN(CCCC2CCCC2)CC1 | -26 | i |
| CCCCOc1ccc(OC(=O)Nc2cc(Cl)ccc2OC)cc1 | -4 | i |
| CCOc1ccc(N(CC(=O)Nc2ccc(C)c(Cl)c2)S(C)(=O)=O)cc1 | -22 | i |
| O=C(CCCc1ccccc1)c1ccc2c(c1)OCCO2 | 8 | i |
| CCOc1ccc(/C=N/n2c(C3CCCCC3)n[nH]c2=S)cc1 | -21 | i |
| c1ccc2cc3[nH]c(CN4CCCCC4)nc3cc2c1 | -2 | i |
| O=C(N/N=C/c1cccnc1)C(=O)N1CCCCCC1 | -3 | i |
| COc1cc(CNC(=O)CCCC/C=C\C(C)C)ccc1O | -14 | i |
| O=c1[nH][nH]cc1C=Nc1ccccc1Cl | 2 | i |
| O=C(Nc1cccc(NC(=O)c2cccc(F)c2)n1)c1cccc(F)c1 | -8 | i |
| COc1cc(Cl)c(C)cc1NC(=O)CSc1nnc(CCC(=O)O)c(=O)[nH]1 | 5 | i |
| Cc1cc2cc3c(=O)[nH]c(=O)[nH]c3nc2cc1C | -18 | i |
| COc1ccccc1OCC(=O)OCn1c(SC)nnc(C)c1=O | -7 | i |

Further compounds follow.
| mol | OX1R antag | CHT allo act |
| --- | --- | --- |
| CC(C)CCCCCCNC(=S)Nc1ccc(S(=O)(=O)N2CCOCC2)cc1 | 7 | i |
| CCC(Sc1nncn1C)C(=O)Nc1nnc(-c2ccc(Cl)cc2)s1 (stereo not given) | -22 | i |
| N#CC(C(=O)C1CCCCC1)c1nc2ccccc2[nH]1 (stereo not given) | -2 | i |
| C=CCNCCOc1ccccc1-c1ccccc1 | -19 | i |
| Cc1ccc(C(=O)N2CCN(c3ccc(NC(=S)NC(=O)c4cccs4)cc3)CC2)cc1 | -41 | i |
| CCNC(=O)c1c(NC(C)=O)sc2c1CCCC2 | -16 | i |
| Cc1ccc(-c2noc(CCCc3ccccc3)n2)cc1 | -16 | i |
| N#Cc1cc(C(=O)c2cc(Br)ccc2O)cn(Cc2ccccc2)c1=O | 24 | i |
| CCNC(=O)NC(=O)COC(=O)CCCc1nc2ccccc2s1 | -5 | i |
| O=c1c2cnn(-c3ccc(F)cc3)c2ncn1Cc1ccccc1 | -20 | i |
| CCOC(=O)c1ccccc1Oc1c(F)c(F)nc(NCCO)c1F | -14 | i |
| CCOc1ccc(/C=N/OCC(=O)Nc2ccc3c(c2)OCO3)cc1 | -5 | i |
| CC(=O)Nc1ccc(S(=O)(=O)N(C)CC(=O)OCC(=O)NNC(=O)c2ccccc2F)cc1 | -5 | i |
| Cc1ccc2cc(CN(CC3CCCO3)C(=O)NC3CCCCC3)c(=O)[nH]c2c1C (stereo not given) | -40 | i |
| Cn1nccc1C(=O)NC1CCN(Cc2ccccc2)CC1 | -23 | i |
| Cc1ccc(C(OC(=O)c2ccco2)C(=O)NCc2cccs2)cc1 (stereo not given) | -22 | i |
| COC(=O)c1ccc(N2CCN(C)CC2)c(NC(=O)c2sc3ccccc3c2Cl)c1 | -17 | i |
| CCCCNc1c(-c2ccc(-c3cccc(Cl)c3)cc2)nc2ccc(Cl)cn12 | -20 | nt |
| CC(=O)Nc1nnc(C)s1 | -5 | i |
| Cc1ccc(CNC(=O)Cn2cnc(S(=O)(=O)N3CCC(C)CC3)c2)o1 | 2 | i |
| O=C(COC(=O)/C=C/c1ccc(F)cc1)NCc1ccco1 | -8 | i |
| Cc1cc(OCC(=O)Nc2cccnc2)c2c(C)c(C)c(=O)oc2c1 | -26 | i |
| O=C(NCc1ccco1)c1cccc2c1C(=O)c1ccc(/C=C/c3ccccc3)cc1S2(=O)=O | 6 | nt |
| Cc1cc(C)c(S(=O)(=O)Nc2ccc(-c3cn4ccccc4n3)cc2)c(C)c1 | -1 | i |
| CCN(CC)S(=O)(=O)c1ccc(C(=O)Nc2cc(C)on2)cc1 | -16 | i |
| Cc1cccn2c(=O)c3cc(C#N)c(=NC(=O)c4ccncc4)n(CCCOC(C)C)c3nc12 | -16 | i |
| O=C(COC(=O)C1CCN(S(=O)(=O)c2cccs2)CC1)Nc1ccc(F)cc1F | -12 | i |
| COc1ccc(/C=N/NC(=O)c2cc3c(OC)ccc(OC)c3[nH]2)cc1O | -9 | i |
| CCOC(=O)c1ccccc1N=Cc1c(O)c2ccccc2oc1=O | -6 | i |
| Cc1ccc(NC(=O)CSc2nnnn2-c2ccc3c(c2)OCO3)cc1C | -18 | i |
| CCOC(=O)C1=C(C)Nc2ccccc2N=C1NC(=O)Cc1ccc(Cl)c(Cl)c1 | -16 | i |
| CNC(=S)N/N=C/c1cn(Cc2c(F)cccc2Cl)c2ccccc12 | -13 | i |
| CC(C)c1ccc(C(=O)NC(=S)NCc2cccnc2)cc1 | -10 | i |
| Cc1ccc(C(=O)CC(c2cccs2)S(=O)(=O)c2ccc(C)cc2)cc1 (stereo not given) | -29 | i |
| COc1cc(C(=O)O/N=C2\CCCc3c2ccc(OC)c3[N+](=O)[O-])cc(OC)c1OC | -20 | i |
| O=C(CN1CCN(Cc2ccccc2Cl)C1=O)NC1CCCCCCC1 | -30 | i |
| Nc1nnc(N2CCCCC2)s1 | -4 | i |
| COC(=O)CCC(NC(=O)OCc1ccccc1)C(=O)NC(CC(C)C)C(=O)OC (stereo not given) | -12 | i |
| COc1cc(Cl)c(C)cc1NC(=O)CC1CCCC1 | -41 | i |
| Cc1cc(NC(=O)CC23CC4CC(C2)CC(CC(=O)Nc2cc(C)on2)(C4)C3)no1 | -44 | i |
| Cn1c(Cc2ccc3c(c2)OCO3)nnc1SCC(=O)NC(C)(C)C | -7 | i |
| C=CCn1c(SCC(=O)Nc2c(C)n(C)n(-c3ccccc3)c2=O)nc2ccccc2c1=O | -21 | nt |
| CC(Oc1ccc(Cl)cc1Cl)c1nc(-c2ccc(NC(=O)c3cccnc3)cc2)no1 (stereo not given) | -24 | i |
| COC(=O)CNC(c1ccccc1)c1cc(C)ccc1NC(=O)c1cccc(Cl)c1 (stereo not given) | -32 | 6.9* |
| COc1ccc(C(C#N)(CC(=O)O)c2cnccn2)cc1OC (stereo not given) | 5 | i |
| c1ccc(-n2cnnc2SCc2cn3ccccc3n2)cc1 | -17 | i |
| Cc1cccc(NC(=O)CSc2ccc(-c3cccnc3)nn2)c1 | -28 | i |
| Cc1onc(-c2ccccc2)c1C(=O)NCCc1ccc(Cl)cc1 | -6 | i |
| Cc1ccccc1N1CCN(C2=NC(=O)/C(=C/c3cn[nH]c3-c3ccccc3)S2)CC1 | -8 | i |
| CCOC(=O)c1[nH]c(C)c(C(=O)N2CCCC(Nc3ccc(C)c(C)c3)C2)c1C (stereo not given) | -24 | i |
| CC(=O)Nc1cccc(NC(=O)c2ccc(C)c([N+](=O)[O-])c2)c1 | -4 | i |
| S=C(Nc1ccc(Br)cc1)Nc1ccc2c(c1)OCCO2 | 10 | i |
| O=C(CCc1nnc(CCCc2ccccc2)o1)NCCc1ccco1 | -21 | i |
| O=[N+]([O-])c1ccc2nc(-c3ccncc3)[nH]c2c1 | -5 | i |
| CCC(c1nnnn1Cc1ccccc1)N1CCN(c2ccc(OC)cc2)CC1 (stereo not given) | -2 | i |
| CCCN(CCC)S(=O)(=O)c1cccc(C(=O)N=c2sccn2C)c1 | -20 | i |
| CCN(C(=O)CSc1cccc[n+]1[O-])c1ccccc1 | -2 | nt |
| OC(CN1CCOCC1)Cn1c2c(c3ccccc31)CCCC2 (stereo not given) | -28 | i |
| Cc1c(C)c2ccc(OC(C)C(=O)NCCCn3ccnc3)c(C)c2oc1=O (stereo not given) | -19 | i |
